ALOX12 inh – Primary qHTS assay for inhibitors of human arachidonate 12S-lipoxygenase (ALOX12): Round 2 | purified 12hLO, xylenol orange hydroperoxide absorbance | Potency, µM (doses to about 108 µM), without a hit: at the top dose activity change, negative = inhibition, most hits filed as inhibitors | 580,000 tested, 1.1% active | AID 1671190, 2021; active means well fitted inhibition curve with a large enough effect; inconclusive means small, poorly fitted or top-dose-only effect, or another doubt; inactive means no such curve, though single readings can be large or run the other way
Target sequence (P18054 whole entry, looked up): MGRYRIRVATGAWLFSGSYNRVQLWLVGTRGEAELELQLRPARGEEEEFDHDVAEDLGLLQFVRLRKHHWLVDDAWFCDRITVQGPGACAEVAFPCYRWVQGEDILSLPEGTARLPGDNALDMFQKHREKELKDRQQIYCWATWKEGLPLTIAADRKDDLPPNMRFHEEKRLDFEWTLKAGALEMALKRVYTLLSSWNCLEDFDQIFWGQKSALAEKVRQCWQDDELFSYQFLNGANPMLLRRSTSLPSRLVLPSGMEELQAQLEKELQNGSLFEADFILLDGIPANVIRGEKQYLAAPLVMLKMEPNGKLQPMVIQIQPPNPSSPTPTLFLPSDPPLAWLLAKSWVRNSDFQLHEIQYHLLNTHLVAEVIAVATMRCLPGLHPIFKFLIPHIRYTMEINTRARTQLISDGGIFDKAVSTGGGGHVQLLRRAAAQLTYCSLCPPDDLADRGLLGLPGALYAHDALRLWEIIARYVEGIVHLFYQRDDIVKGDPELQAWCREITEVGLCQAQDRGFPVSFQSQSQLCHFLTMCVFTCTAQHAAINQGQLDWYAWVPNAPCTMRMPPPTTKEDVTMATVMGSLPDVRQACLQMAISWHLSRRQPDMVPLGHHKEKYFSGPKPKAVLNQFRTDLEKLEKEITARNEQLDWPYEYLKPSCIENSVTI
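Hydroperoxide product was detected by ferrous iron/xylenol orange as the 573 to 405 nm absorbance ratio. Arachidonic acid at 40 uM (final) was turned over for 30 min at room temperature by 150 nM human 12hLO, pH 7.0 Hepes buffer, after 15 min compound preincubation.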
* hit, by the source's call; ? = inconclusive; [ ] = dose if it differs, or a comment. On the % scale 0 is the no-effect control and ±100 the full control effect; potency means the concentration at half of the fitted maximal effect. Not all compounds are listed; count on the stated rates, not on these rows.

#	Molecule	ALOX12 inh
1	O=C(COc1ccccc1)NCC1(COc2ccccc2)C[C@@H](O)[C@@H](O)C1 (stereo partly specified)	45%[activator][176 µM]
2	CC(C)CC1=NS(=O)(=O)c2cc(NC(=O)C3CCC3)ccc2N1c1ccccc1	?
3	COC[C@@H]1CCCN1Cc1cn(Cc2ccccc2)nc1-c1cc2ccccc2o1	77%[activator]
4	O=C1CCCN1CCCN1C(=O)[C@@H]2C[C@@H](O)CN2C2(CN(Cc3ccc(F)cc3)C2)C1=O	?
5	COc1ccc(-c2noc(-c3cccn3CC(=O)Nc3ccc4c(c3)CCC4)n2)cc1F	61%[activator]
6	CC(=O)Nc1cccc(C(=O)N2CCCN(c3cc(-c4ccc(Br)cc4)[nH]n3)CC2)c1	15%
7	COc1ccc(C2Cn3nnc(-c4noc(CC5CCCCC5)n4)c3CO2)cc1 (stereo unspecified)	30%
8	O=C(CC1CCCN(c2cn[nH]c(=O)c2)C1)NCc1cccs1 (stereo unspecified)	39%
9	COc1ccc(S(=O)(=O)NC[C@@H]2C=C(C)[C@H](CC(=O)N3CCN(c4ccccn4)CC3)C[C@H]2C(C)C)cc1	-23%
10	COCc1ccc2c(c1)c(OC(C)(C)C(=O)NCCCN1CCCC1=O)nn2Cc1cccnc1	-7%
11	CC(=O)NCC(=O)N1CCCC2(CN[S+](=O)([O-])c3cccnc3O2)C1 (stereo unspecified)	2%[6.33 µM]
12	CNc1ncn(-c2c(C)cccc2C)c(=O)n1	11%
13	NCCC1CN(Cc2cc3ccccc3s2)CCO1 (stereo unspecified)	?
14	O=C1CC(c2ccccc2)N(C(=O)CNC(=O)c2ccc(Cn3cncn3)o2)CCCCCN1 (stereo unspecified)	48%[activator]
15	COCc1nc(C2CC(N)C2)cc(N2CCC3(CC2)CNC(=O)O3)n1 (stereo unspecified)	?
16	CC(C)C(=O)N1Cc2ccccc2CC2(CCN(CC3CCNC3)C2)C1 (stereo unspecified)	-18%[6.33 µM]
17	CCCN(C)c1nccnc1OC1CCN(C(=O)C2CCC2)C1 (stereo unspecified)	29%
18	O=C(NCc1nnc2ccc(-c3ccccc3)nn12)c1ccc(F)cc1	29%
19	NC(=O)c1ccc(Nc2cnc3ccc(-c4ccccc4)nn23)cc1	0%[176 µM]
20	O=C(NC1CCS(=O)(=O)C1)C1CCCCC(=O)N1Cc1ccccc1 (stereo unspecified)	15%
21	O=C(NC1CC1)c1cccn2cncc12	44%[176 µM]
22	COc1ccc(CCC(=O)N2CCCCCCNC(=O)[C@@H]3CCC[C@@H]32)cc1	0%
23	COCCOc1ccnc(-c2noc([C@@H]3CCCN3Cc3cn(C)c4ccccc34)n2)c1	48%[activator][176 µM]
24	CCOCCn1c(=O)[nH]c2cc(C(=O)N(C)Cc3cnn(C)c3)ccc21	-2%
25	COc1ccc(NC(=O)C2CCN(c3cc(C(F)(F)F)ncn3)CC2)cc1	-3%
26	CNC(=O)[C@@H](c1ccccc1OC)N1CCC[C@H]1C(=O)N(C)CCN(C)C	?
27	CN1Cc2ncnc(NCC3CCCCC3)c2CN(c2ccccc2)C1=O	-7%
28	O=C1CC2(CCN(C(=O)C3CCc4ccccc43)CC2)CN1Cc1ccccc1 (stereo unspecified)	13%
29	COc1cccc(CN2C(=O)OC3(CCN(C(=O)c4cnccn4)CC3)C2(C)c2cccnc2)c1 (stereo unspecified)	60%[activator]
30	COc1cccc(C(=O)Nc2cnc(-c3ccccc3)nc2)c1	55%[activator]
31	Cc1nc(-c2c3n(c(=O)n(CC(=O)Nc4cccc(Cl)c4C)c2=O)CCCC3)no1	4%
32	COc1cccc(CCC(=O)N2CCC(c3n[nH]c(=O)n3Cc3ccc(F)cc3)CC2)c1	6%
33	Cc1nc(N2CCCCC2)ncc1C(=O)NC1CCOC2(CCOCC2)C1 (stereo unspecified)	2%
34	O=C(NCC1(O)CCCNCC1)c1ccc(-n2cnnc2)cc1 (stereo unspecified)	24%
35	COc1ccc(OCc2cc(C(=O)N(C)CC(O)CO)n[nH]2)c(Cl)c1 (stereo unspecified)	44%[activator]
36	CN1[C@@H](CCC(=O)NCc2cccs2)CNC(=O)[C@@H]2[C@H]1CCN2Cc1csnn1	24%[176 µM]

5 compounds out of the list, sorted by SMILES length, high to low.
#	Molecule	ALOX12 inh
22	COc1ccc(CCC(=O)N2CCCCCCNC(=O)[C@@H]3CCC[C@@H]32)cc1	0%
24	CCOCCn1c(=O)[nH]c2cc(C(=O)N(C)Cc3cnn(C)c3)ccc21	-2%
20	O=C(NC1CCS(=O)(=O)C1)C1CCCCC(=O)N1Cc1ccccc1 (stereo unspecified)	15%
18	O=C(NCc1nnc2ccc(-c3ccccc3)nn12)c1ccc(F)cc1	29%
8	O=C(CC1CCCN(c2cn[nH]c(=O)c2)C1)NCc1cccs1 (stereo unspecified)	39%

(continued)
#	Molecule	ALOX12 inh
37	CN(Cc1cccn1C)C(=O)c1ccccc1Cl	-9%[176 µM]
38	COc1cccc(CN2CCCCCCNC(=O)[C@@H]3C[C@@H](C(=O)N4CCc5ccccc5C4)C[C@@H]32)c1	65%[activator]
39	CCN1CC(c2ccccc2)CC2(CCN(C(=O)c3cnn(C)c3)CC2)C1 (stereo unspecified)	15%
40	Cc1cc(-c2nn(-c3ccccc3F)cc2CN2CCC(N(C)C)C2)c(C)s1 (stereo unspecified)	85%[activator]
41	CCn1c2c(c(=O)n1Cc1ccccc1)CCN(C(=O)Cc1ccc3c(c1)OCO3)C2	-2%[176 µM]
42	COc1ccc(-c2cc(N3CCC(NC(=O)c4cccc(C)c4)CC3)n[nH]2)cc1	23%
43	COCC(=O)N1CCC(O)(c2csc(CN3CCc4ccccc4C3)n2)CC1	46%[activator][176 µM]
44	Cc1ccc(NC(=O)C2Cn3cccc3C(=O)N2)cc1F (stereo unspecified)	-14%
45	CSc1cccc(NC(=O)Cn2nc3n(c2=O)CCCCC3)c1	57%[activator]
46	O=C(Nc1cccc(Br)c1)N1CCC(n2cnnc2C2CC2)C1 (stereo unspecified)	13%
47	O=C(NCCc1ccccc1)c1c[nH]c2ncccc12	25%[176 µM]
48	O=C1N(CC2CCC2)CCCC12CCN(Cc1ccc(-c3ccn[nH]3)s1)C2 (stereo unspecified)	9%
49	Cc1ncncc1C(=O)N1CCOC(CC(c2ccccc2)c2ccccc2)C1 (stereo unspecified)	87%[activator]
50	CCOc1ccc2c(n1)CCN(C(=O)C1(c3ccc(OC)cc3)CC1)C2	44%[activator]
51	COc1cccc(C(=O)N[C@H](C(=O)N2CCC[C@H]2C(=O)NC2CCCC2)c2ccccc2)c1	3%
52	O=C(NCC1(O)CCCCC1)C1CCN(c2nc(-c3ccccc3)nc3c2CCC3)CC1	-4%
53	COc1cccc(CC(=O)N2C[C@@H](CO)[C@H](c3ccccn3)C2)c1	37%
54	COc1cc(-c2onc(C)c2C(=O)N2CCC(Cc3ccc4c(c3)OCO4)CC2)cc(OC)c1OC	12%
55	O=C(C[C@@H]1O[C@H](CNC(=O)C2CCCC2)[C@@H](O)[C@H]1O)NC1CC1	-3%[176 µM]
56	COC[C@@H]1OC[C@@]2(C)C3CC[C@@H](O)[C@@H](CC(=O)NCc4ccc(F)cc4)[C@]3(C)CC[C@H]2O1 (stereo partly specified)	24%
57	CCc1nc2nccc(-c3ccsc3)n2n1	36%[activator]
58	CCOc1ccccc1C(=O)N1CCCN(C)c2ccccc21	2%
59	CC(C)CCNC(=O)C1C(c2cccc(NC(=O)c3ccco3)c2)OC(=O)N1Cc1ccccc1 (stereo unspecified)	15%
60	COc1ccc(CN2CCCC23Cc2ccccc2CNC3=O)cc1 (stereo unspecified)	1%[6.33 µM]
61	CC(C)CC(=O)N[C@H](C)c1c(-c2ccc(Cl)cc2)noc1C(=O)O	-7%[176 µM]
62	COc1ccc(F)cc1CN1CCc2[nH]cnc2C1c1cccc(C#N)c1 (stereo unspecified)	19%
63	O=C(Cc1cccc(F)c1)N1CCN(c2cc(C(F)(F)F)ncn2)CC1	27%
64	COc1ccccc1CN1CCC(c2nn(Cc3ccccc3)c(=O)[nH]2)CC1	44%
65	O=C(Nc1ccc(Cl)nc1)c1ccn2cncc2c1	76%[activator][176 µM]
66	O=C(C[C@@H]1CCNC[C@@H]1Cc1cc(-c2ccc(F)cc2)on1)NCc1cccnc1	10%[176 µM]
67	COc1ccccc1CN1CCC(CN(CC(C)C)C(=O)C2C=CCN2)CC1 (stereo unspecified)	48%[activator]
68	CC(C)CN1C(=O)CCc2cc(NC(=O)c3ccc(N(C)C)cc3)ccc21	21%
69	O[C@@H]1CC(CNCc2nccs2)(COc2cccnc2)C[C@@H]1O (stereo partly specified)	?
70	COc1ccc(-c2[nH]ncc2CNC(=O)C(c2ccccc2F)N(C)C)cc1 (stereo unspecified)	42%[activator]
71	COc1ccc(Cc2ncc3c(n2)CN(C(=O)c2ccc(Cl)c(C)c2)C3)cc1	24%
72	O=S(=O)(Cc1ccccc1)NCc1cccnc1Oc1ccccc1	17%
73	O=C1NCc2ccccc2CC12CCN(Cc1ccsc1)C2 (stereo unspecified)	1%[6.33 µM]
74	COc1ccc(NC(=O)N(C)CC2CCOCC2)cc1Cl	12%
75	CN(Cc1ccc(N2CCOCC2)cc1)C(=O)CCC[C@H]1NC[C@@H]2C[C@H]1CN(Cc1ccccc1)C2	?
76	COc1ccc(OC)c(Nc2ncncc2-c2nc(-c3ccccc3)no2)c1	38%[activator]
77	CCC1=NOC(Cn2c(=O)n(CCc3ccccn3)c3ncc(C(=O)O)cc32)C1 (stereo unspecified)	?
78	COc1ccc(CCNC(=O)Cn2cccc2-c2nc(-c3ccc(F)cc3)no2)cc1OC	-15%
79	O=C1CO[C@H]2CN(Cc3ccncc3)C[C@H]2N1Cc1ccc(F)cc1	?
80	O=C1CO[C@H]2CCN(Cc3ccccn3)CC[C@@H]2N1CCc1cccnc1	83%[activator][176 µM]
81	C[C@@H]1ON(C)[C@H]2C[C@H]3c4[nH]c5c(-c6ccc7c(c6)OCO7)cccc5c4CCN3C[C@@H]12	-23%
82	CCCc1noc(-c2cn(C3CCN(C(=O)c4sccc4C)CC3)nn2)n1	17%
83	CS(=O)(=O)N(C1CCNCC1)C1CCOCC1	65%[activator]
84	CN1CCN(c2cc(=O)c3ccnc(-c4ccccc4F)c3o2)CC1	-11%[176 µM]
85	CC1(COCC2CC2)COc2ccc(C(=O)Nc3cccc([S+](C)(=O)[O-])c3)cc2N1 (stereo unspecified)	7%[176 µM]
86	CCCNC(=O)NC[C@H]1O[C@@H]2C[C@@H](CC(=O)NCCOC)O[C@@H]2[C@@H]1O	1%[176 µM]
87	CCn1ccnc1CN(C)c1cc(C2CC(N)C2)nc(COC)n1 (stereo unspecified)	65%[activator]
88	CCc1noc(-c2cn(C3CCCN(C(=O)c4ccc(Cl)s4)C3)nn2)n1 (stereo unspecified)	-5%
89	CC/C=C\C/C=C\C/C=C\C/C=C\C=C\C(O)CCCC(=O)O (stereo unspecified)	8%[2.23 µM]
90	CC1(C(=O)N2CCC(C3CCN(S(C)(=O)=O)CC3)C2)CCOCC1 (stereo unspecified)	52%[activator]
91	COCCO[C@H]1C(=O)N(C2CCN(S(=O)(=O)c3ccccc3)CC2)[C@H]1c1ccncc1	6%
92	COc1ccc(C2=NOC3(CCN(C(=O)c4ccccc4OC)C3)C2)cc1 (stereo unspecified)	9%
93	O=C(NCc1ccccc1)C1CCCN(C2CCN(C(=O)C3CCC3)CC2)C1 (stereo unspecified)	18%
94	COC[C@@H]1CN(S(C)(=O)=O)C[C@H]1C(=O)N(C)C	48%
95	CC(Oc1ccccc1)C(=O)N1CCN(C(=O)c2nnn3c2COC(c2ccc(Cl)cc2)C3)CC1 (stereo unspecified)	0%
96	COCCCNC(=O)C1(C)CN(Cc2ccccc2)Cc2ccc(NCC(C)C)nc21 (stereo unspecified)	20%[176 µM]

Further compounds.
#	Molecule	ALOX12 inh
97	COCCC(=O)N1CCCCCCNC(=O)[C@@H]2C[C@@H](C(=O)N3CCN(c4ccccn4)CC3)C[C@@H]21	54%[activator]
98	CCc1nc2c(c(-c3ccc(Cl)cc3)n1)CCN(Cc1cccc3ccccc13)CC2	?
99	CCn1ncc(NC(=O)Cn2ncc3cc(-c4ccc(C)cc4F)ccc32)n1	1%
100	CCCC(=O)N1CC2(CCCN2C2COC2)Cc2ccccc21 (stereo unspecified)	1%[6.33 µM]
101	O=C1CN(c2ccc(C(=O)N3C[C@@H](C(=O)O)[C@H](C4CC4)C3)cc2)C(=O)N1	-16%
102	O=C(c1ccncc1)N1CCC(n2cc(-c3nc(-c4ccccc4)no3)nn2)CC1	41%

Random excerpt: 4 entries already listed.
#	Molecule	ALOX12 inh
1	O=C(COc1ccccc1)NCC1(COc2ccccc2)C[C@@H](O)[C@@H](O)C1 (stereo partly specified)	45%[activator][176 µM]
46	O=C(Nc1cccc(Br)c1)N1CCC(n2cnnc2C2CC2)C1 (stereo unspecified)	13%
98	CCc1nc2c(c(-c3ccc(Cl)cc3)n1)CCN(Cc1cccc3ccccc13)CC2	?
30	COc1cccc(C(=O)Nc2cnc(-c3ccccc3)nc2)c1	55%[activator]
